# Screens from PubChem.
# esBAF inh: blocks esBAF chromatin remodeling in mouse ES cells; Bmi1-luciferase knock-in reporter, 24 h; 100% = twice the neutral-well signal; reporter increase, % at 12.5 µM; 350,000 tested, 2% active; in the data active means activation above about 40%; inconclusive means no clear call, values can overlap the other calls;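 further: 0% = median of the plate's neutral control wells and 100% = double that signal; a rise in the Bmi1 reporter signal indicates esBAF inhibition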
# Statin myotox sup: suppression of simvastatin myotoxicity | 330,000 tested, 0.78% active | rescue of ATP level, % at 7.49 µM | C2C12 myotubes + simvastatin, ATP luminescence, 48 h; scaled: DMSO 0, geranylgeraniol control 100;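 active means mean ATP rescue above about 67%, or every replicate alone reaching that limit, limit read from the data, passing the limit was not always enough; inconclusive means no clear call, values can overlap the other calls; inactive means mean under the limit and some replicate under it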;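 further: myotubes were challenged with 10 µM simvastatin during compound exposure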
# Numbers without * were called inactive; u = inconclusive. These rows are one share of the data; the hit share may differ from the screen's.
smiles	esBAF inh	Statin myotox sup
N#Cc1cc(-c2ccc(Cl)cc2)cnc1Sc1ccc(F)cc1	8	1
CC(=O)NCN1CCN(CNC(C)=O)CC1	-7	0
COc1ccc(CCNC(=O)C2CCN(S(=O)(=O)c3cccc4cccnc34)CC2)cc1OC	-3	-2
Cc1csc(N/N=C/c2ccc(O)c([N+](=O)[O-])c2)n1	36	15
CC(C)NC(=O)c1ccc2c(=O)n(Cc3ccco3)c(=S)[nH]c2c1	0	6
CCOc1cc(S(=O)(=O)NC2CCCCC2)ccc1F	-5	30
CC(NC(=O)C1CCCN1S(=O)(=O)c1cccc2nsnc12)c1ccccc1 (centres undefined)	-3	-9
N=c1c2c3c(sc2ncn1N)CCCCC3	-6	0

# Next results follow:
smiles	esBAF inh	Statin myotox sup
COc1ccccc1-n1c(-c2ccc(F)cc2)coc1=O	0	23
COc1ccc(S(=O)(=O)CCC(=O)N2CC(=O)N(CCc3ccccc3)C(=O)C2)cc1	-6	15
O=C(CC1Nc2ccccc2NC1=O)NCc1cccnc1 (centres undefined)	-7	-13
CC1(C)CC(=O)C(C=NCCc2ccc(S(N)(=O)=O)cc2)=C(O)C1	-2	5
NC(=O)/C(=N\OC(=O)c1ccco1)c1nc(-c2ccc(Br)cc2)cs1	21	-3
COc1ccc(OC)c(N=c2ssnc2Cl)c1	-2	11
COc1cc(C)c(-c2cc(C(=O)O)c(C)o2)cc1C(C)C	-13	95*
Cc1ccc(C)c(NC(=O)CCC(=O)NNC(=O)c2cccc([N+](=O)[O-])c2)c1	-5	0

# Carrying on:
smiles	esBAF inh	Statin myotox sup
CCOc1ccc(C2=Nn3c(nnc3-c3ccccc3OC)SC2)cc1	-1	-38
CCOC(=O)N1CCC(NC(=O)c2ccc3c(c2)sc2nc(-c4ccccc4)cn23)CC1	34	-17
Nc1nc(SCC(=O)Nc2ccccc2Sc2ccc(Cl)cc2)n[nH]1	6	9
Cc1cc(Cl)ccc1N=c1ssnc1Cl	-6	-8
COc1ccc2cc(C(c3nnnn3CCc3ccccc3)N3CCCC(C)C3)c(=O)[nH]c2c1 (centres undefined)	1	56
O=C(O)C1CCN(C(=O)OCc2ccccc2)CC1	59*	1
COc1ccc2c(C(=O)CN3CCC(C)CC3)c[nH]c2c1	12	-3
O=C(CC1Sc2ccccc2NC1=O)OC(C(=O)NCCc1ccccc1)c1cccnc1 (centres undefined)	5	2

# (listing goes on)
smiles	esBAF inh	Statin myotox sup
CCc1ccc(-c2nn(-c3cc(Cl)ccc3[N+](=O)[O-])c(=O)c3ccccc23)cc1	-7	5
O=C(c1cc(-c2ccco2)on1)N1CCOCC1	17	-5
O=C(c1ccc(COc2ccccc2[N+](=O)[O-])o1)N1CCCCCC1	55*	9
CC(=O)N(C)c1ccc(OCC(O)CN(Cc2ccco2)S(=O)(=O)c2ccc(C)cc2)cc1 (centres undefined)	2	-18
Cc1ccc(NC(=O)C2CCCNC2=O)nc1 (centres undefined)	-1	5
Cc1ccc(NC=C(S(=O)(=O)c2ccccc2)S(=O)(=O)c2ccccc2)c(C)c1	8	-11
CN(C)S(=O)(=O)c1ccc(C(=O)Nc2nnc(Cc3ccccc3)s2)cc1	2	-1
Cc1nc2ccc(NC(=O)c3cccc(C(F)(F)F)c3)cc2o1	9	0

# Next section
smiles	esBAF inh	Statin myotox sup
Fc1ccc(-c2nnc3sc(C4COc5ccccc5O4)nn23)cc1 (centres undefined)	-7	-6
CC1CCc2cc(F)ccc2N1C(=O)CCC(=O)O (centres undefined)	3	-2
CCOCCN1CCN(c2c(CC)c(C)nc3cc(-c4cc(OC)cc(OC)c4)nn23)CC1	-8	99*
COc1cc(-c2noc(CCC(=O)Nc3cccnc3)n2)cc(OC)c1OC	-1	-14
O=C1c2ccccc2C(=O)N1CC#CCN1CCN(C(c2ccccc2)c2ccccc2)CC1	-6	16
COC(=O)C1=C(C)N=C2SC(C)C(=O)N2C1c1cccs1 (centres undefined)	-10	121*
Cc1ccc(NC(=O)c2nc[nH]c2C(=O)N2CCCCC2)c(C(=O)c2ccccc2)c1	3	-1
CC(=O)c1cc2c(cc1NC(=O)c1cnc(C)cn1)OCO2	2	20

# esBAF inh, hit marks shown above.
molecule | esBAF inh
O=C(O)C1CCN(C(=O)OCc2ccccc2)CC1 | 59*
O=C(c1ccc(COc2ccccc2[N+](=O)[O-])o1)N1CCCCCC1 | 55*

# (more compounds)
smiles	esBAF inh	Statin myotox sup
CCCS(=O)(=O)N1CCC(C(=O)NC2CCC(C)CC2)CC1 (centres undefined)	56*	12
Cc1oc(-c2ccc(Cl)cc2)nc1CN1CCC(C(=O)NCc2ccco2)CC1	5	9
CC1(C)CC(=O)C(C=Nc2ccncc2)=C(O)C1	2	35
NC(=O)COc1c(-c2ccccc2)oc2ccccc2c1=O	4	7
COc1cc2c(cc1OC)CN(C(=O)CCCN1C(=O)c3ccccc3C1=O)CC2	6	-1
CC1(C)Cc2c(c(-c3ccco3)[nH]c(=O)c2C#N)CO1	-4	-1
CCCSc1nc(N)cc(=O)[nH]1	3	1
CCOC(=O)c1ccc2nc(C)c(CCC(C)=O)c(Cl)c2c1	63*	7

# Carrying on.
smiles	esBAF inh	Statin myotox sup
O=C(Cn1cnc2scc(-c3ccccc3)c2c1=O)N1CCOCC1	-3	-2
CCSC1(SCC)N=C(N)C2(C#N)C(c3ccccc3)NC(C)=C(C)C12C#N (centres undefined)	2	9
O=C(CN1CCN(CC(=O)Nc2ccccc2Cl)CC1)Nc1ccc2c(c1)OCCO2	0	12
CCN(CC)CCOC(=O)C1(c2ccccc2)CCOCC1	1	-2
C=CCc1ccccc1OCCCCN1CCCC1	-1	80*
O=C1CC(NCCN2CCOCC2)C(=O)N1Cc1ccc(N2CCCC2=O)cc1 (centres undefined)	5	-6
CCn1c(O)c(C2=NCCCC2)c2ccccc21	3	-4
CN(C)C(=O)c1cnc(Sc2ncc(C(F)(F)F)cc2Cl)n1C	-5	6

# An excerpt from above in order of number of heavy atoms, falling.
smiles	esBAF inh	Statin myotox sup
O=C1CC(NCCN2CCOCC2)C(=O)N1Cc1ccc(N2CCCC2=O)cc1 (centres undefined)	5	-6
O=C(Cn1cnc2scc(-c3ccccc3)c2c1=O)N1CCOCC1	-3	-2
CN(C)C(=O)c1cnc(Sc2ncc(C(F)(F)F)cc2Cl)n1C	-5	6
CCN(CC)CCOC(=O)C1(c2ccccc2)CCOCC1	1	-2

# Following part.
smiles	esBAF inh	Statin myotox sup
COc1ccc(C2=NNC(c3cccs3)=Nc3ccc(OC)cc32)cc1	64*	41
CO/N=C(/CS(=O)(=O)c1ccc(Br)cc1)c1ccc(OC)cc1	0	-11
Cc1cccc2cc(C#N)c(NCCCn3ccnc3)nc12	-12	0
c1csc(C2=Nn3c(nnc3-c3ccncc3)SC2)c1	-23	35
CC(=O)c1sc2nc(=O)c(C)nn2c1C	0	6
O=C(CN(C(=O)c1ccc(Cl)cc1Cl)N1C(=O)C2C3C=CC(C3)C2C1=O)c1ccc(F)cc1 (centres undefined)	-7	54
Cc1cccc(CCN(C(=O)Cc2cccs2)C(C(=O)NC2CCCCC2)c2cccnc2)c1 (centres undefined)	-1	-1
CN1C(=O)CSc2ccc(NC(=O)NCc3ccco3)cc21	-1	1

# Further entries:
smiles	esBAF inh	Statin myotox sup
CC(C)(C)OC(=O)N1CCC(C(=O)N[C@H](Cc2ccccc2)C(=O)O)CC1	-4	-2
CCCn1c(SCCN2C(=O)c3ccccc3C2=O)n[nH]c1=O	0	6
COc1ccc(N2CCN(C(CNS(=O)(=O)c3cc(F)ccc3F)c3cccnc3)CC2)cc1 (centres undefined)	10	-3
O=C(N/N=C\C=C\c1ccc2c(c1)OCO2)C1COc2cc3ccccc3cc2O1 (centres undefined)	-2	1
CCOC(=O)c1ccc2c(c1)nc(C1CCN(S(=O)(=O)c3cccs3)CC1)n2CC	5	-21
Nc1nc(-c2cccc(NS(=O)(=O)c3ccccc3)c2)cs1	-10	u
Cc1cc(C)c2c(N)c(C(=O)c3ccccc3)oc2n1	-6	18
Cn1c(SCC(=O)OC2CCCCC2)nnc1-c1ccco1	-7	-5

# Further structures:
smiles	esBAF inh	Statin myotox sup
O=C(Nc1ccc(N2CCN(C(=O)c3ccco3)CC2)c(Cl)c1)c1cccs1	15	-12
CCc1ccc(S(=O)(=O)Nc2c(NC3CCCCC3)c3ccccc3oc2=O)cc1	6	1
CCn1c2ccccc2c2nc3ccccc3nc21	11	0
O=C(N/N=C/C=C/c1ccccc1)c1cc2c(ccc3ccccc32)o1	-2	8
O=C(c1ccco1)c1nc2c(n1O)CCCCC2	-2	-1
O=C(NCc1cccnc1)c1cn(CCc2ccccc2)nn1	-4	-11
O=C(c1ccco1)N1CCN(S(=O)(=O)c2ccc3c(c2)OCCO3)CC1	2	0
CCOC(=O)c1c(O)c2ccccc2n(-c2ccccc2)c1=O	2	10

# New compounds follow:
smiles	esBAF inh	Statin myotox sup
O=C(CC1(O)CCCCC1)OC1CCCC1	-8	7
O=c1c2ccccc2[nH]c(=S)n1CCCN1CCOCC1	-4	-3
COC(=O)c1ccc(CSc2ncnc3c2nnn3-c2ccc(F)cc2)o1	-1	2
Cc1ccc(Sc2ccc(C(=O)NC(C)C)cc2[N+](=O)[O-])cc1	1	-23
CC(C)Cc1ccc(/C(=N/O)C(=O)O)s1	-3	2
O=C(OCc1ccc2c(c1)OCO2)c1ccc(S(=O)(=O)N2CCCCC2)cc1	5	-16
CC(Sc1nncn1C)C(=O)Nc1ccccc1-c1ccccc1 (centres undefined)	-11	6
CN1CCN(c2ccccc2NC(=O)c2ccc(-c3ccccc3)cc2)CC1	14	8

# (listing goes on)
smiles	esBAF inh	Statin myotox sup
CC(NC(=O)COc1ccccc1)C(c1ccccc1)N1CCN(C)CC1 (centres undefined)	-1	90*
CCOc1cccc(C(=O)Nc2ccccc2OC(F)F)c1	7	-9
Cc1ccccc1NS(=O)(=O)c1cc(C(N)=O)ccc1C	6	8
COc1ccccc1NC(=O)NC1(C(=O)N2CCC(O)CC2)CCCCC1	-7	-16
O=C(Cn1c(NCCCO)nc2ccccc21)c1ccc(Br)cc1	5	14
O=C1NCCCC1C(=O)Nc1cccc(C(F)(F)F)c1 (centres undefined)	1	-9
CN1CCN(S(=O)(=O)c2ccc(NC(=O)C3CCCO3)cc2)CC1 (centres undefined)	2	20
CCc1ccc2[nH]c(=O)c(CN(CCN3CCCC3)C(=O)NC3CCCCC3)cc2c1	2	95*

# Later entries.
smiles	esBAF inh	Statin myotox sup
CCCCCCCCOc1ccc(C2OC34CCCCC3C(C#N)(C#N)C2(C#N)C(=N)O4)cc1 (centres undefined)	-4	3
O=C(NCCC(c1ccccc1)c1ccccc1)c1ccc(Br)o1	-1	51
C=CCn1c(SCc2c(C(=O)OC)sc(N)c2C(=O)OC)nnc1-c1ccc(Br)cc1	-6	4
O=P(O)(CCc1ccccc1)C(O)c1ccccc1 (centres undefined)	1	9
CCCC(=O)Nc1ccc(C(=O)NCC(=O)OCC)cc1	4	7
Cc1nnc(OCC(=O)NCCC2=CCCCC2)c2ccccc12	4	0
CCOC(=O)c1cncc(C(=O)O)c1	-2	9
c1ccc(CCc2ccccc2-c2nc(-c3cccnc3)no2)cc1	-4	-15

# As entered above:
# In Statin myotox sup, `c1ccc(CCc2ccccc2-c2nc(-c3cccnc3)no2)cc1` has -15
# In Statin myotox sup, `O=C(NCCC(c1ccccc1)c1ccccc1)c1ccc(Br)o1` has 51
# In esBAF inh, `C=CCn1c(SCc2c(C(=O)OC)sc(N)c2C(=O)OC)nnc1-c1ccc(Br)cc1` has -6
# In esBAF inh, `CCOC(=O)c1cncc(C(=O)O)c1` has -2
# In esBAF inh, `O=P(O)(CCc1ccccc1)C(O)c1ccccc1` (centres undefined) has 1
# In Statin myotox sup, `CCCCCCCCOc1ccc(C2OC34CCCCC3C(C#N)(C#N)C2(C#N)C(=N)O4)cc1` (centres undefined) has 3

# Next section
smiles	esBAF inh	Statin myotox sup
FC(F)(F)c1cccc(Sc2nc(-c3ccccc3)nnc2C(F)(F)F)c1	-8	25
COc1ccc(CN2C(=O)c3ccccc3C(/C=N/OCc3ccc(Cl)cc3)C2=O)cc1 (centres undefined)	0	11
CC1N/C(=C\C(=O)c2ccccc2)N(O)C1(C)C (centres undefined)	-15	-5
CC1=C(C(=O)OC(C)C)C(c2ccc(Br)s2)NC(=O)N1 (centres undefined)	1	19
CCOCC(=O)Nc1ccccc1C(=O)OCC	5	60
